p47phox inh: p47phox/p22phox peptide binding inhibitors, primary screen, biochemical, uHTS, NADPH oxidase regulatory subunit. Neutrophil cytosol factor 1 (Homo sapiens), P14598. fluorescence polarization, 2 h. inhibition, % at 24.7 µM. 0.53% of 220,000 active. AID 1274, 2008;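 active = inhibition above about 30%, limit read from the data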;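 also: 0% = p47phox with labelled peptide and 100% = labelled peptide alone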
Target sequence (P14598 whole entry, looked up): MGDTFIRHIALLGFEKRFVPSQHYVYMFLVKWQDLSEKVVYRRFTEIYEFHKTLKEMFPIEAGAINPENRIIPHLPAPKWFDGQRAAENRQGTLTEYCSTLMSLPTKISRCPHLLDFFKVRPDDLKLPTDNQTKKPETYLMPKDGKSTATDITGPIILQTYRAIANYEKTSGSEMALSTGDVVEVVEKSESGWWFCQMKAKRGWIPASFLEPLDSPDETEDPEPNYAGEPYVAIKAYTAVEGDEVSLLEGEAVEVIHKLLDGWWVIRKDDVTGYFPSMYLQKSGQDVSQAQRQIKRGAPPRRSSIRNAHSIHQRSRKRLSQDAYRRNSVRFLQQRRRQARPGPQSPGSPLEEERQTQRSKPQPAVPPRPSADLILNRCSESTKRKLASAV
EBV gp42 inh: Epstein-Barr virus gp42 inhibitors, primary screen, biochemical, uHTS, fluorescence polarization | 0.42% of 220,000 active | Fluorescence polarization binding assay, mP read-out | inhibition, % (tested at 21.74 µM); in the data active = inhibition above about 50%
TRPN1 ag: zebrafish TRPN1 channel agonists, primary screen, cell-based, HEK293, calcium fluorescence | transient receptor potential cation channel N1 (TRPN1/NompC), Danio rerio | HEK293 zebrafish TRPN1-YFP, Fluo-8 calcium fluorescence; 100% = response to 87 µM carbachol | activation, % at 3 µM | 0.18% of 220,000 active;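 active = activation above its plate's cutoff, the mean activation of test wells on that plate plus 3 SD, cut at about 19% in these data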;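 also: 0% = DMSO alone and 100% = 87 µM carbachol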
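System: zebrafish TRPN1-YFP in HEK293 cells / Dosing: 3 µM single point / Timing: dye loading 1 h at 37 °C, then 30 min room temperature / Signal: Fluo-8 calcium fluorescence, excitation 470-495 nm, emission 515-575 nm / Read-out basis: percent activation from peak over basal fluorescence ratio, control-normalized / Control set: high carbachol 87 µM, low DMSO alone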
Runt-SMMHC FRET: inhibitors of RUNX1 Runt–CBFb-SMMHC binding, primary screen, biochemical, FRET, Cerulean-Runt, Venus-CBFb-SMMHC, uHTS; Cerulean-Runt/Venus-CBFb-SMMHC FRET ratio 530/480, 1 h; 0.74% of 220,000 active; inhibition, % at 20 µM; Runt-related transcription factor 1 (Homo sapiens) + Core-binding factor subunit beta …;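 active = mean inhibition across duplicate retests at 20 µM reaching about 50%, limit read from the data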;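 also: 0% = DMSO wells and 100% = wells with excess untagged CBFb-SMMHC; inhibitors lower the FRET ratio by blocking Runt binding to CBFb-SMMHC; some results filed as inactive read as strong as hits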
Target sequence (Q01196 whole entry, looked up): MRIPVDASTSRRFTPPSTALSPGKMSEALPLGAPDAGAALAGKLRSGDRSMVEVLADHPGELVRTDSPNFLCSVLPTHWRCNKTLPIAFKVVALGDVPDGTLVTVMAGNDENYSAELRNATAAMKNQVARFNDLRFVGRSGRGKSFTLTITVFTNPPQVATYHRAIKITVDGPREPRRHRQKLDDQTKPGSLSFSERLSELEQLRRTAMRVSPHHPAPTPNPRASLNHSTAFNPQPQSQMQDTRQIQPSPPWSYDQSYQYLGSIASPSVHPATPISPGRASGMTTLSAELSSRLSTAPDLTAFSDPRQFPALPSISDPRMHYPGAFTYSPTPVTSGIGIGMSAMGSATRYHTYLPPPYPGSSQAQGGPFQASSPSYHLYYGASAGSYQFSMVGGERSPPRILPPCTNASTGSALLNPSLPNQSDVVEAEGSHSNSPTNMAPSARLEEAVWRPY
Target sequence (Q13951 whole entry, looked up): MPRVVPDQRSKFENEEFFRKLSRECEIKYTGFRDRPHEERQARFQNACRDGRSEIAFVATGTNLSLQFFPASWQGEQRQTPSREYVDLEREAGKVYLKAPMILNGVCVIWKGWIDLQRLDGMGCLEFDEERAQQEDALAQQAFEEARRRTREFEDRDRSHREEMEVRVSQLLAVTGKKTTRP
TNF necrop inh: inhibitors of TNF-alpha triggered necroptosis, primary screen, cell-based, Jurkat FADD-/-, single concentration; Jurkat FADD-/- TNF necroptosis rescue, ATP luminescence, 24 h; 0 = TNF only, 100 = no-TNF cells; activation (protection from cell death), % at 10 µM; 0.068% of 220,000 active; AID 463075, 2010;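 active = activation, meaning protection from cell death, of at least 50% relative to plate controls; inactive = activation below 50%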;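 also: necroptosis triggered by 40 ng/mL TNF-alpha added together with compound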
MDM2 E3 inh: MDM2-luciferase reporter signal enhancers, primary screen, MDM2 E3 ligase inhibitor project, cell-based, luminescence, 1536-well; 0.11% of 210,000 active; cell-based MDM2 ubiquitination luciferase reporter, 2 h; 0 = plate control, 100 = twice control, blank-subtracted; signal enhancement, % at 5 µM; AID 1230, 2008;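 active = signal enhancement of 30% or more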;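 also: luminescence tracks abundance of the self-degrading MDM2-luciferase fusion protein; higher signal means inhibition of MDM2 E3 ligase activity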
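Material: Stable MDM2–luciferase fusion reporter cells | Amount: 2000 cells seeded into each well | Dosing: One concentration, 5 µM, with 0.2% DMSO | Incubation: 4 h cell settling then 2 h compound exposure, 37 °C | Measured by: Luciferase luminescence | Read-out basis: % enhancement relative to plate controls after blank subtraction | Benchmarks: Control and blank well means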
TRPML3 agonist: human TRPML3 channel agonists, primary screen, cell-based, HEK293 TRPML3-YFP, Fluo-8 calcium fluorescence, 3 µM | Mucolipin-3 (Homo sapiens), Q8TDD5 | 100% = the carbachol control signal | activation, % at 3 µM | 0.29% of 220,000 active | AID 1448, 2008;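 active = activation above its plate's cutoff, the mean activation of the plate's test wells plus 3 SD, cut at about 12% in these data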;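 also: 0% = DMSO only wells and 100% = carbachol wells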
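Material: HEK293 cells stably carrying human TRPML3-YFP; compound dosing: single dose, 3 µM final nominal compound, 0.3% DMSO final; incubation: 1-h 37 °C dye load, 5-s basal, 120-s post-compound reads; technique: Fluo-8 intracellular calcium fluorescence, excitation 470-495 nm, emission 515-575 nm; read-out basis: percent activation from peak-to-basal fluorescence ratio, scaled between DMSO and carbachol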
PPC-1+TRAIL kill: compounds killing PPC-1 cancer cells with TRAIL present, primary screen, TRAIL potentiator project, ATPLite luminescence, uHTS. PPC-1 cells + TRAIL, ATPLite viability luminescence. cell killing (% activity), % at 4 µM. 0.41% of 220,000 active. AID 1443, 2008;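 active = cell killing above 50% in the first pass at 4 µM, then a duplicate retest at 5 µM averaging 50% or more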;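 also: plate controls were cells with TRAIL plus DMSO for no effect and medium-only wells lacking cells for full effect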
CHOP inh: inhibitors of CHOP promoter induction, primary screen, cell-based, unfolded protein response, luciferase reporter. AID 2732, 2010. inhibition, % at 10 µM. 3.8% of 220,000 active. CHO-K1 CHOP-promoter luciferase, tunicamycin-induced, 15-18 h;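 active = compounds that reduced the stress-induced luciferase reporter signal by more than about 70% of percent inhibition, limit read from the data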;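 also: 0% = tunicamycin plus vehicle and 100% = wells without tunicamycin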
The depositor's hits bear a star; nt = no result given; & = joins results of further samples. Compounds as they come. Share with any hit: about 5.9%.

SMILES	p47phox inh	EBV gp42 inh	TRPN1 ag	Runt-SMMHC FRET	TNF necrop inh	MDM2 E3 inh	TRPML3 agonist	PPC-1+TRAIL kill	CHOP inh
CC(=O)c1cnn(-c2cc(Oc3cccc(C)c3)ncn2)c1C	-13.8	-10.4	0.1	-0.7	0.2	-3.7	0.2	-7.7	49.0
O=C(COc1ncnc2sccc12)N1CCN(c2ccccc2)CC1	0.3	-4.9	-0.9	-1.2	-0.4	-16.3	0.5	8.4	8.5
O=C(O)c1nnn(-c2cccc(C(F)(F)F)c2)c1-c1ccccc1	-0.3	-2.9	1.8	0.6	0.8	-11.7	0.7	3.9	22.2
O=C1CNC(=S)N1CCc1ccccc1Cl	-9.9	-10.0	1.7	1.4	1.2	-10.3	1.4	-5.0	3.8
O=C(CSc1ncccn1)c1ccccc1Br	-12.6	-1.6	-0.2	14.7	-1.5	3.0	-0.5	4.0	28.5
O=C(Cn1c(=O)oc2cc(S(=O)(=O)N3CCCC3)ccc21)NC1CCCc2ccccc21 (centres undefined)	-11.7	-10.7	1.1	0.3	-1.4	-4.5	0.3	-5.0	46.2
CC(Sc1nc2ccccc2n1C)C(=O)NC(c1ccccc1)c1ccccc1 (centres undefined)	6.3	-12.8	-2.3	-6.7	-1.8	-3.7	-1.5	-1.6	5.6
Cc1cc(O)c(/C=N/Nc2ccc(F)cc2)c(=O)o1	-1.9	-10.5	-0.5	-1.2	-1.6	-9.2	0.5	8.0	1.2
O=C(NNC(=O)c1ccc([N+](=O)[O-])o1)c1ccccc1	-11.4	-14.1	0.0	-9.7	-7.8	12.7	0.2	7.2	4.8
COc1ccc(/C=C2\S/C(=N/S(=O)(=O)c3cccs3)NC2=O)cc1	-22.6	6.1	-1.4	-7.1	0.5	-16.7	0.1	9.8	-11.9
O=C(CN(Cc1ccccc1F)S(=O)(=O)c1ccc(Cl)cc1)NCCCO	-2.6	2.0	-0.9	-1.0	-0.7	-18.6	0.4	10.2	31.8
CCOC(=O)N1CCN(C(=O)CN(c2cccc(C(F)(F)F)c2)S(=O)(=O)c2ccccc2)CC1	-4.5	-6.7	0.0	2.2	-2.5	-12.2	0.3	8.1	24.8
CCOC(=O)c1[nH]c2ccccc2c1NC(=O)c1ccc(Br)o1	-25.6	5.2	-1.9	3.3	-4.1	nt	0.8	1.2	30.1
Cc1nccn1CCN(C)Cc1cn(Cc2ccccc2)nc1-c1ccc2c(c1)OCO2	1.2	-0.8	2.0	2.1	3.0	-20.8	0.7	25.0	44.9
O=c1c(-c2ccc(Oc3ccccc3)cc2)[n+]([O-])c2ccccc2n1OCc1ccccn1	-7.7	-7.4	4.1	-7.4	-1.5	-16.2	0.8	23.4	7.1
COc1ccc(OC)c(N2C(N)=NC(N)=NC23CCCC3)c1	-8.0	7.0	0.0	0.0	0.1	-9.9	-0.7	-4.8	-9.5
COc1ccc(C)cc1-n1nnnc1SC/C(O)=C(\C#N)c1nc2ccccc2[nH]1	-36.5	-6.6	0.0	-2.3	-0.2	-26.9	-0.3	3.1	19.8
NNS(=O)(=O)c1ccc(Sc2ccccn2)c([N+](=O)[O-])c1	-17.4	-14.1	2.6	0.8	0.9	-6.8	0.1	-8.9	3.0
O=C(C[n+]1cccc(NC(=O)c2ccccc2)c1)c1ccc(NC(=O)c2ccccc2)cc1	-20.1	-10.1	1.1	-1.5	-1.5	-15.2	0.8	12.5	-7.9
Cc1cc(NC(=NC2CC2)c2ccccc2)n(-c2ccccc2)n1	-4.0	-4.0	-0.6	-3.8	1.6	-9.4	0.2	-0.2	1.1
O=C(/C=C/c1ccccc1)NC(=S)Nc1ncccn1	1.1	4.5	1.5	-1.2	4.3	nt	-0.2	-2.2	-6.3
Nc1nc2ccc(C(=O)Nc3ccccc3)cc2s1	-4.2	-16.6	1.0	-1.3	-2.5	-17.2	-0.1	12.7	-22.0
C=CCN1C(=O)/C(=N/n2cnnc2)c2ccccc21	-10.4	-3.8	0.6	0.7	-2.5	-15.1	-0.3	-1.3	-6.4
CCOc1ccc(N(CC(=O)NC2CCCC2)S(=O)(=O)c2c(C)noc2C)cc1	-14.4	0.9	1.3	-1.7	-0.9	-8.6	-0.4	-4.2	0.7
CC(C)N=C(NS(=O)(=O)c1ccc(Br)cc1)c1ccc(Cl)cc1	-9.9	-8.9	-0.1	-2.0	-0.4	nt	0.7	2.0	10.3
COc1ccc(-c2[nH]c(-c3ccc(Cl)cc3)nc2SCC(=O)Nc2nccs2)cc1	-5.2	-0.9	-2.1	1.7	3.3	nt	0.2	14.0	98.2*
COc1cc(C(=O)O)ccc1OC(C)=O	-15.1	-14.8	0.5	-1.4	-2.4	0.4	0.8	22.3	10.3
CC(=O)Oc1cc2c(C(=O)NCCN3CCOCC3)c(C)oc2c2ccccc12	-8.8	-8.3	0.5	-2.3	-0.4	-19.7	0.0	9.2	21.3
COc1ccc(Nc2nnc(C)c(=O)[nH]2)cc1	-8.8	-24.1	-0.5	2.7	0.0	-9.4	0.3	1.5	25.3
COc1cccc(C2CC(=O)Nc3c2c(=O)n(C)c(=O)n3C)c1OC (centres undefined)	-11.8	-5.3	1.3	2.9	1.6	-22.9	-0.3	26.9	-24.8
CN(C)S(=O)(=O)Oc1ccsc1C(=O)Nc1cccc(Cl)c1Cl	-3.8	-3.0	1.2	-1.9	-1.3	4.7	0.5	19.8	54.0
Cn1c(=O)c([N+](=O)[O-])c(Oc2ccccc2)c2ccccc21	0.1	-11.9	-1.4	11.9	-5.6	0.0	0.7	12.4	-69.6
CCCCN1C(=O)C(O)=C(C(C)=O)C1c1ccccc1 (centres undefined)	0.0	-6.2	-0.2	3.7	0.1	-15.2	0.7	10.7	9.3
CCOc1ccc(NC(=O)CCNS(=O)(=O)c2ccc3c(c2)c(=O)n(C)c(=O)n3C)cc1	-15.0	-17.2	1.4	-0.5	0.6	-2.0	0.8	28.9	0.5
Nc1nnc(SCCOc2ccc(Br)cc2)s1	-4.8	-12.1	0.8	-4.8	-7.0	-6.6	-0.3	1.9	4.6
Cc1c(NC(=O)/C=C/C(=O)O)cccc1[N+](=O)[O-]	-18.3	2.1	0.6	3.1	-1.8	-5.8	0.6	3.9	-8.5
Cc1ccccc1NC(=O)Cn1cccc1	-22.6	-31.3	1.0	0.4	1.0	nt	0.6	2.8	3.0
O=C(Nc1nccs1)C1CCN(S(=O)(=O)c2cccs2)CC1	1.2	-1.4	2.0	-1.2	1.7	10.7	1.7	-9.1	23.0
CC12CCC(C(=O)Nc3nc4ccc(Br)cc4s3)(OC1=O)C2(C)C (centres undefined)	-7.1	11.8	-0.9	-2.0	4.6	-34.8	-0.5	8.8	-33.5
C/C(=N\NC(=O)c1csc2ccccc12)c1ccc(O)cc1	-39.0	-5.4	0.7	-0.4	-4.9	-1.9	1.2	13.6	3.9
CC(C)CCn1c(N2CCc3ccccc3C2)nc2c1c(=O)[nH]c(=O)n2C	6.2	-2.2	-0.4	-1.5	-1.9	-4.4	0.7	-0.4	41.3
O=C(O)/C=C/C(=O)Nc1ccc(-c2ccccc2)cc1	-9.0&2.4	-11.8&7.5	1.3&-0.6	2.2&3.8	1.3&0.1	-19.1&-8.9	0.4&0.6	18.2&4.3	0.1&24.6
COc1cccc(/C=N/NC(=O)c2ccc(-c3ccccc3)cc2)c1O	-0.2	-6.6	1.1	-16.5	-14.2	-13.7	0.8	21.6	49.8
Cn1nc(C(C)(C)C)c(NC(=O)c2ccc(F)cc2)c1C(C)(C)C	-1.4	-3.1	0.7	1.1	-0.4	-8.2	0.0	12.5	-5.3
N=c1sccn1CC(=O)Nc1cccc2ccccc12	-13.3	0.5	0.1	0.4	2.4	2.2	1.0	-7.5	20.2
COc1ccc(CNC(=O)N[C@H](C(=O)O)C(C)C)cc1OC	4.9	-22.6	0.7	-9.8	-0.3	nt	0.9	4.3	-9.1
Cn1c(=O)c2[nH]c(N/N=C(/C#N)C(N)=O)nc2n(C)c1=O	-3.0	-4.8	1.4	3.9	0.6	-11.5	0.0	8.4	0.4
CC1=C(C(=O)N2CCc3ccccc32)C2(CCC(C)CC2)OC1=O (centres undefined)	4.4	3.0	-0.4	-5.9	-1.7	-18.5	-0.1	7.1	51.2
CCc1ccc(NC(=O)c2ccccc2SC)cc1	-2.9	-7.5	-2.5	1.3	1.2	-14.0	0.1	4.8	12.2
C#CCOCCOCCOCCNc1nc(N2CCN(C(=O)[C@H](C(C)C)n3cc(CCO)nn3)CC2)nc(N2CCN(C(=O)[C@H](CCCCN)n3cc(CCCC)nn3)CC2)n1	5.4	-6.3	1.1	0.8	3.3	nt	0.6	-13.6	-1.9
Cc1cc2c(ncn2C)c(NS(=O)(=O)c2ccc(F)cc2)c1C	-4.5	-15.1	-0.9	0.1	-1.7	11.5	-0.5	1.6	56.7
CCN(CC)S(=O)(=O)c1ccc(-c2nnc(SCc3nnc(-c4ccc(C)cc4)o3)o2)cc1	-9.2	-14.3	0.7	-0.2	2.0	-13.6	1.1	16.6	58.6
Cc1ccc(C(=O)NCC(=O)NCC(=O)OCc2ccc(F)cc2)cc1	-0.1	5.0	-1.5	-3.0	-0.5	-6.4	-0.2	3.7	2.8
N#CCSc1nnc(COc2cccc3ccccc23)n1-c1cccc(Cl)c1	-9.9	7.0	-0.3	-6.8	-3.3	-13.9	0.8	2.6	65.5
Cc1ccc(C)c(NC(=O)C2=CCN(S(=O)(=O)c3ccc(F)cc3)CC2)c1	-6.0	-13.1	-0.8	-9.1	1.3	nt	0.8	13.5	-6.5

Single records, from the list above.
Cc1cc2c(ncn2C)c(NS(=O)(=O)c2ccc(F)cc2)c1C as listed: p47phox inh = -4.5; EBV gp42 inh = -15.1; TRPN1 ag = -0.9; Runt-SMMHC FRET = 0.1; TNF necrop inh = -1.7; MDM2 E3 inh = 11.5; TRPML3 agonist = -0.5; PPC-1+TRAIL kill = 1.6; CHOP inh = 56.7
COc1ccc(CNC(=O)N[C@H](C(=O)O)C(C)C)cc1OC as listed: p47phox inh = 4.9; EBV gp42 inh = -22.6; TRPN1 ag = 0.7; Runt-SMMHC FRET = -9.8; TNF necrop inh = -0.3; MDM2 E3 inh = nt; TRPML3 agonist = 0.9; PPC-1+TRAIL kill = 4.3; CHOP inh = -9.1

Assay outcomes: PubChem BioAssay, several laboratories
